# 15-hLO-2 inh: inhibitors of human 15-lipoxygenase 2 (ALOX15B). 0.56% of 110,000 active. purified 15hLO-2, xylenol orange hydroperoxide absorbance. O15296. AID 881. Potency, µM (top dose mostly 57.1 µM), for the others: at the highest dose activity change, negative = inhibition, usual class: inhibitors; further: potency means the concentration at half of the fitted maximal effect; nearly all actives have a fitted effect of over 60% in size; many of its hits are not listed in these tables
# Target sequence (O15296 whole entry, looked up): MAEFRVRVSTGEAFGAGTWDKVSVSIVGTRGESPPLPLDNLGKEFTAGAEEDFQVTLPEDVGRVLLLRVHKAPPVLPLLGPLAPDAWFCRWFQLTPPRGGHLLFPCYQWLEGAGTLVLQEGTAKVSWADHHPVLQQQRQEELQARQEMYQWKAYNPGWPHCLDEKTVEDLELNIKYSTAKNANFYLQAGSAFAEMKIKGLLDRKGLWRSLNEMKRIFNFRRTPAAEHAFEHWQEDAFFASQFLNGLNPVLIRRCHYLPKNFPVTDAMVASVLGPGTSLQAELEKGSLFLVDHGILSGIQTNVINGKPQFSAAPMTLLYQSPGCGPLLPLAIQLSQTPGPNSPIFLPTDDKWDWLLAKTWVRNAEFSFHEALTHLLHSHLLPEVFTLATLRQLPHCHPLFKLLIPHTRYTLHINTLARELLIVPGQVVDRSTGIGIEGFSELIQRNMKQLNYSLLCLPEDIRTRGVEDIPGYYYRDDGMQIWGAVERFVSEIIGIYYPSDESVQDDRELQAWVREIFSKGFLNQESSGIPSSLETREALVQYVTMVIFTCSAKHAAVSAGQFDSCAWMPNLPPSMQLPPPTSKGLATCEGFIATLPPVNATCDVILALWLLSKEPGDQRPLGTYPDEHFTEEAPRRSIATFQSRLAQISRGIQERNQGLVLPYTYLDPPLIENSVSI
#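 Read-out: hydroperoxide product oxidises ferrous iron, measured as xylenol orange complex via the 573-to-405 nm absorbance ratio after 30 min. Reaction: 50 nM enzyme, 15 min compound preincubation, 45 uM arachidonic acid, 90 min RT, Hepes pH 7.5 with Triton X-100.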
# 12-hLO inh: inhibitors of human 12-lipoxygenase (ALOX12); purified 12-hLO, xylenol orange hydroperoxide absorbance; Potency, µM (titrated, usually from 57.1 µM), for inactives: at the highest dose activity change, negative = inhibition, actives largely listed as inhibitors; 0.12% of 150,000 active; further: potency means the concentration at half of the fitted maximal effect; nearly all actives have a fitted effect of over 55% in size; many of its hits are not listed in these tables
#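 Lipoxygenase turnover measured by absorbance at 573 and 405 nm after Fe-XO development. Human 12hLO 150 nM, arachidonate 40 uM, pH 7.0 Hepes buffer with detergent; 15 min compound preincubation, 30 min reaction.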
# PNC inhibitor: perinucleolar compartment assembly inhibition | 3.1% of 140,000 active | activity change (PNC), negative = inhibition, % at 10 µM | PC3M PTB-GFP, PNC prevalence imaging, 16 h; active compounds read low;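 active means readout at or below -70, meaning at least 70% loss of cells showing the perinucleolar compartment, a nuclear body marking cancer cells; inconclusive means readout between -30 and a set limit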;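 further: plate controls were DMSO wells for no effect and camptothecin positive control wells for full effect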
#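 Read-out is percentage of cells bearing a perinucleolar compartment, from automated 20x imaging of fixed, Hoechst-stained PC3M PTB-GFP cells. Cells were seeded 4 h, then exposed 16 h to compound (23 nl of library stock) in duplicate plates.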
# IMPase inh: IMPase inhibition in cells; P97697; CHO-M1 cells, IP1 accumulation, HTRF TR-FRET ratio; inhibition (IP1 accumulation), % at 46.1 µM; 120,000 tested, under 10 active; AID 901; active means well fitted curve in the direction sought with a large enough effect in the signal ratio, not every such curve was filed as active; inconclusive means small, poorly fitted or top-dose-only effect, or a change in a side signal; inactive means no such curve, though single readings can be large or run the other way; the % refers to the signal ratio;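 further: cells stimulated with carbachol in lithium chloride buffer; plate controls were DMSO basal wells for no effect and reference inhibitor wells for full effect; higher means more IMPase inhibition seen as more IP1 and lower FRET ratio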
# Target sequence (P97697 whole entry, looked up): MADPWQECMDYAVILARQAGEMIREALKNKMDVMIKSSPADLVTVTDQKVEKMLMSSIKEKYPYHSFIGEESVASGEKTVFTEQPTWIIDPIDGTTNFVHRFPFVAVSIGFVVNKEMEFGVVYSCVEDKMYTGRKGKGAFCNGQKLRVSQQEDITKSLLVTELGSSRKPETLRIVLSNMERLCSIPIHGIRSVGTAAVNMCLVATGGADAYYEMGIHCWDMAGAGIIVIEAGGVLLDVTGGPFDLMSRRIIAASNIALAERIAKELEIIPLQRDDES
#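 CHO-M1 cells (CHO stably expressing M1 receptor), compound up to 46 uM final, stimulated with carbachol (50 uM as added) in buffer with 50mM LiCl, pH 7.4, 30 min at 37C. Cytosolic IP1 read by TR-FRET; AC50 from Hill fits.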
# Active calls of the source: *; ? = inconclusive; nt = no result given; [ ] = another dose, or the depositor's remark. Unless noted, the call rests on the fitted dose curve; in most records, active means well fitted curve in the direction sought with a large enough effect; inconclusive means small, poorly fitted or top-dose-only effect, or another doubt; inactive means no such curve, though single readings can be large; an effect the other way counts as inactive or inconclusive. Unless noted, on the % scale 0 is the no-effect control and ±100 the full control effect.
# The line under a structure holds: 15-hLO-2 inh | 12-hLO inh | PNC inhibitor | IMPase inh
CCCCCCNS(=O)(=O)c1ccc(NC(=O)C2CCCO2)cc1 (configuration not stated)
→ nt | -2.1% | -2.2 | nt
Cn1nc(-c2ccccc2)c2nc3ccccc3nc21
→ 6.8% | -3.4% | -4.5 | 4.0
COc1cccc(S(=O)(=O)NCc2ccc(C(=O)Nc3ccc(Cl)cc3)cc2)c1
→ nt | 0.3% | 12.4 | 0.2
CCOC(=O)c1cnn(-c2nc(SC)nc3sc4c(c23)CCCC4)c1N
→ -0.2% | 0.6% | 35.0 | 1.4
CCCC[C@@H]1C[C@H]1C(NC(=O)c1cccs1)c1ccc(C(F)(F)F)cc1 (some centres not stated)
→ 0.6% | -3.4% | nt | nt
Cc1cc(C)c2c(N)c(S(=O)(=O)Cc3ccccc3)sc2n1
→ -4.8% | -0.9% | 3.1 | -0.2
CN1CCN(CCNC(=O)Nc2ccccc2C(F)(F)F)CC1
→ -2.1% | 3.0% | -4.1 | -5.7
Cc1ccc(N(CCCCN2C(=O)c3ccccc3C2=O)C(=O)c2ccc(Cl)s2)cc1
→ nt | -2.4% | -2.9 | -7.9
CCSC(C)CC1C/C(=N/O)c2c(C)noc2C1 (configuration not stated)
→ 3.4% | -7.0% | 13.7 | 1.3
O=C(O)C(O)[C@@](O)(Cc1ccc(O)cc1)C(=O)O (some centres not stated)
→ -2.5% | 0.0% | nt | nt
Nc1c(C(=O)NC2CCCC2)c2nc3ccccc3nc2n1N
→ -5.5% | -3.8% | 9.5 | 1.3
COc1cc(C(=O)OCC(=O)Nc2cc(-c3cc(C)c(C)cc3C)nn2-c2ccccc2)cc(OC)c1OC
→ nt | 2.6% | ? | -2.3
CCOC(=O)c1cn2nc(-c3ccc(OCC)cc3)cc2nc1C1CCN(C(=O)OC(C)(C)C)CC1
→ 19.7% | -1.1% | ? | 0.3
O=C(O)CCCCCCNS(=O)(=O)c1ccccc1
→ 5.1% | 5.0% | 23.5 | 4.1
Cc1ccc(C(=O)CSc2nc3ccccc3c(=O)[nH]2)cc1
→ -12.2% | 1.0% | -6.8 | -8.9
O=C(CN1CCC(NC(=O)c2ccccc2F)CC1)NCc1ccc(F)cc1
→ -1.0% | 3.8% | 6.2 | 4.8
O=c1c(O)c(-c2ccc3c(c2)OCO3)oc2ccccc12
→ ? | ? | ? | -16.9
O=C(c1ccncc1)N1CCC2(CC1)CN(c1cccc(-c3ccccc3)c1)C2
→ 24.8% | -1.3% | nt | nt
CCOc1ncccc1C(=O)OCC(=O)c1ccc[nH]1
→ -4.5% | 1.8% | 32.1 | 7.9
COC(=O)Cn1nc(-c2ccccc2)c2cc(Cl)ccc21
→ 16.2% | 0.0% | ? | 9.0
N#Cc1ccc(-c2ccc(Cl)cc2)nc1Oc1ccc(F)cc1
→ -6.9% | -6.5% | 14.7 | 1.9
O=C(NC1=NCCS1)C1CC2CCC1C2 (configuration not stated)
→ 27.1% | 7.7% | ? | 16.7
CC(=O)N1c2c(cc(Br)cc2S(=O)(=O)N2CCOCC2)CC1C (configuration not stated)
→ 1.8% | -0.2% | -25.8 | -5.6
CSC1=NCCN1C(=O)Cc1ccc(F)cc1
→ 8.1% | 2.3% | 7.1 | 1.1
COc1cccc(-c2ccc(-c3noc(-c4cccs4)n3)c(OC)n2)c1
→ 5.6% | -2.5% | -26.2 | 0.9
CCC(C)N(C(=O)COC(=O)c1[nH]c(C)c(C(C)=O)c1C)C1CCS(=O)(=O)C1 (configuration not stated)
→ -2.3% | -4.3% | ? | 5.5
Cc1ccc(Nc2nc(Nc3ccc(C)cc3)nc(SC3=NCCS3)n2)cc1
→ -8.3% | -29.1% | -10.8 | 2.2
O=C(c1cc2ccccc2oc1=O)N(Cc1ccccc1)C1CCS(=O)(=O)C1 (configuration not stated)
→ 12.8% | 4.0% | ? | -0.4
CC(C)CN1CCC2(CC1)CCN(C(=O)c1ccco1)CC2
→ 3.8% | -1.5% | nt | nt
O=c1[nH]c(CN2CCN(c3ccccc3O)CC2)nc2ccccc12
→ 3.9% | 0.5% | 54.1 | -0.4

# Grouped by structure, the compounds so far with a thiophene ring, fused or not (5)
# The line under a structure holds: 15-hLO-2 inh | 12-hLO inh | PNC inhibitor | IMPase inh
CCOC(=O)c1cnn(-c2nc(SC)nc3sc4c(c23)CCCC4)c1N
→ -0.2% | 0.6% | 35.0 | 1.4
CCCC[C@@H]1C[C@H]1C(NC(=O)c1cccs1)c1ccc(C(F)(F)F)cc1 (some centres not stated)
→ 0.6% | -3.4% | nt | nt
Cc1cc(C)c2c(N)c(S(=O)(=O)Cc3ccccc3)sc2n1
→ -4.8% | -0.9% | 3.1 | -0.2
Cc1ccc(N(CCCCN2C(=O)c3ccccc3C2=O)C(=O)c2ccc(Cl)s2)cc1
→ nt | -2.4% | -2.9 | -7.9
COc1cccc(-c2ccc(-c3noc(-c4cccs4)n3)c(OC)n2)c1
→ 5.6% | -2.5% | -26.2 | 0.9

# More entries
# The line under a structure holds: 15-hLO-2 inh | 12-hLO inh | PNC inhibitor | IMPase inh
O=C(/C=C/c1cccc([N+](=O)[O-])c1)Nc1ccc(NC(=O)c2cccs2)cc1
→ nt | -6.1% | -7.2 | -1.3
COc1ccc(OCC(=O)Nc2cccc3cccnc23)cc1
→ 15.6% | -0.4% | ? | 9.9
Cc1nn(CCC(=O)NNC(=S)Nc2ccccc2)c(C)c1Br
→ nt | -4.3% | -13.4 | nt
Cc1cc(S(=O)(=O)N2CCCC2C(=O)N2CCOCC2)c(C)cc1Cl (configuration not stated)
→ 3.0% | 3.7% | 21.8 | -5.4
O=C(O)c1cscc1Cc1cccs1
→ -3.0%[11.4 µM] | -4.3%[11.4 µM] | nt | nt
CC(=O)Nc1ccc(S(=O)(=O)NCCc2csc(C)n2)cc1
→ nt | 7.7% | ? | -7.8
Cc1cc(C)nc(N(C#N)Cc2cccc3ccccc23)n1
→ -12.7% | -6.2% | 15.7 | 3.2
Cc1ccccc1Nc1nnc(C)c(=O)[nH]1
→ -0.1% | -5.6% | -24.3 | 12.8
COc1ccccc1-n1c(SCC(=O)N2CCc3ccccc32)nc2c(c1=O)SCC2
→ -6.6% | 1.1% | 37.4 | 1.9
CC(=O)C1=C(C)NC(C)=C(C(C)=O)C1c1cn(-c2ccccc2)nc1-c1cccs1
→ nt | -9.8% | 7.3 | -2.1
CCCCC(=O)NC(Nc1ccc(C)cn1)(C(=O)OCC)C(F)(F)F (configuration not stated)
→ -1.9% | -2.1% | ? | 1.2
COc1ccc(C(c2nnnn2C2CCCCC2)N2CCN(c3ccccc3F)CC2)cc1 (configuration not stated)
→ 10.0% | -2.0% | ? | -5.8
CCn1nc(C(=O)N[C@@H](CCSC)c2nc3ccccc3[nH]2)c2ccccc2c1=O
→ 15.8% | -0.8% | 44.7 | 2.7
CCOc1ccc(NC(=O)CS(=O)CC(=O)NC2CCCc3ccccc32)cc1 (configuration not stated)
→ -0.7% | -9.0% | -1.0 | 6.8
c1ccc(C2c3c(ccc4ccccc34)Oc3ncn4nc(-c5ccco5)nc4c32)cc1 (configuration not stated)
→ nt | 2.0% | ? | nt
COc1ccccc1NC(=O)CN1CCN(Cc2ccccc2)CC1
→ 1.2% | -0.6% | -86.9* | 1.6
Cc1ccc(CN(C(=O)c2cc3ccccc3oc2=O)C2CCS(=O)(=O)C2)cc1 (configuration not stated)
→ -9.3% | -11.4% | 16.5 | -1.1
CC(=O)Nc1ccc(S(=O)(=O)Nc2nc3ccccc3nc2Sc2nncn2C)cc1
→ 0.6% | -2.2% | 7.1 | -11.2
Cc1ccc(NC(=O)CN2CCc3ccccc3C2)cc1S(=O)(=O)N1CCOCC1
→ nt | -2.9% | 38.4 | nt
Cc1ccc(-c2nn(-c3ccccc3)cc2/C=N/NC(=O)CSc2nnc(C)n2-c2ccccc2)cc1
→ 34.7%[activator] | -7.0% | 49.0 | 6.7
CCOC(=O)C1CCCN(C(=O)/C=C/c2ccc([N+](=O)[O-])cc2)C1 (configuration not stated)
→ nt | -1.2% | -12.9 | -0.8
COc1ccccc1NC(=S)NNC(=O)c1nn(C)c(C)c1Cl
→ 26.6% | 1.3% | 24.6 | 7.3
O=C(Cn1nnc(-c2ccccc2F)n1)Nc1ccc(C(=O)N2CCOCC2)cc1
→ -17.5%[11.4 µM] | 9.2% | -11.0 | -1.7[1.84 µM]
CCOC(=O)c1ccc(NC(=O)COc2ccc(S(=O)(=O)NC(C)CC)cc2)cc1 (configuration not stated)
→ 2.0% | 2.5% | -24.6 | 16.3
O=C(Nc1nc2c(s1)CCCC2)C1COc2ccccc2O1 (configuration not stated)
→ nt | -15.0% | 23.0 | -10.1
O=C(Nc1ccc2oc(-c3cccc(F)c3)nc2c1)c1ccccc1F
→ -17.8% | -1.3% | 21.0 | -21.5
O=C(O)c1oc2ccc(Br)cc2c1-n1cccc1
→ 2.8% | -2.1% | -13.4 | -1.5
CCOC(=O)Cc1csc(N/C(=N/S(=O)(=O)c2cc(Br)ccc2OCC)c2ccccc2)n1
→ nt | -6.0% | 45.7 | 2.2
COc1cc(Nc2nc3ccccc3n3nnnc23)cc(OC)c1OC
→ -7.8% | 8.0% | 9.3 | 0.0
CC1CCCN(C(=O)c2ccc(CNc3c(N4CCCCC4)c(=O)c3=O)cc2)C1 (configuration not stated)
→ -7.4% | -0.4% | 6.6 | -1.8
Cc1ccc(S(=O)(=O)NCc2ccc(C(=O)N3CCN(Cc4ccccc4)CC3)cc2)cc1
→ 7.2% | -3.0% | -20.8 | -8.2
CCCn1c(=O)c2ccccc2n2c(SCc3nnc(-c4ccccc4Br)o3)nnc12
→ -2.1% | -1.2% | 39.3 | -2.5
CCOC(=O)c1ccc(Nc2nc(C)cc(C)c2C#N)cc1
→ 5.9%[11.4 µM] | 1.9% | -26.8 | 7.0[1.84 µM]
CCOC(=O)C(NC(=O)N(C)C)(Nc1sc(C)c(CC)c1C#N)C(F)(F)F (configuration not stated)
→ nt | -11.1% | -9.3 | nt
O=C(O)C1CC=CCC1C(=O)Nc1cccc(C(=O)N2CCCCC2)c1 (configuration not stated)
→ 1.4%[2.29 µM] | 5.7% | -13.6 | -5.3
O=C(NC1CSC/C1=N\O)c1ccccc1 (configuration not stated)
→ 8.4% | -6.9% | 10.3 | -4.8
COc1ccc(C)cc1S(=O)(=O)N(CC(=O)N1CCCC1)c1ccccc1
→ -0.8% | -4.4% | -6.0 | -1.4
COc1ccc(S(=O)(=O)N2CCOCC2)cc1NC(=O)Cc1ccc(Cl)c(Cl)c1
→ nt | 0.6% | -4.0 | nt
CCCCCCCC(=O)NN=C1CCN(Cc2ccccc2)CC1
→ nt | -0.4% | ? | nt
CCOC(=O)c1c(-c2cccs2)csc1NC(=O)CSc1ncn[nH]1
→ 13.9% | 4.5% | ? | 0.1
CCOC(=O)c1[nH]c2c(c1-c1ccccc1)C(=O)CC(c1ccc(OCC)cc1)C2 (configuration not stated)
→ nt | 1.3% | ? | nt
CCCOc1ccc(/C(O)=C2\C(=O)C(=O)N(CCCOC)C23C(=O)N(C)c2ccccc23)cc1 (configuration not stated)
→ 30.2%[activator] | 11.8% | -106.2* | ?

# Entries of single compounds from above. Values in the order: 15-hLO-2 inh, 12-hLO inh, PNC inhibitor, IMPase inh
# COc1ccc(S(=O)(=O)N2CCOCC2)cc1NC(=O)Cc1ccc(Cl)c(Cl)c1 across the screens: nt, 0.6%, -4.0, nt
# O=C(O)C1CC=CCC1C(=O)Nc1cccc(C(=O)N2CCCCC2)c1 (configuration not stated) across the screens: 1.4%[2.29 µM], 5.7%, -13.6, -5.3

# Two records picked at random from the list so far, as already listed:
# The line under a structure holds: 15-hLO-2 inh | 12-hLO inh | PNC inhibitor | IMPase inh
CCOC(=O)C(NC(=O)N(C)C)(Nc1sc(C)c(CC)c1C#N)C(F)(F)F (configuration not stated)
→ nt | -11.1% | -9.3 | nt
CCOC(=O)c1c(-c2cccs2)csc1NC(=O)CSc1ncn[nH]1
→ 13.9% | 4.5% | ? | 0.1

# This is a subset. The share of hits here may be higher or lower than overall.
